Compound activity as filed in PubChem.
FUS suppressor – FUS proteinopathy suppression in yeast | S. cerevisiae FUS-expressing, growth rescue, OD600, 24 h | 390,000 tested, 0.24% active | Potency, µM (highest dose often 76.6 µM), for the others: top-dose growth rescue (activation), actives largely listed as activators;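 note: plate controls were DMSO vehicle for no effect and reference control for full effect; nearly all actives have a fitted effect of over 55% in size; some results filed as inactive show a strong effect at the top dose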
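Steps: raffinose overnight preculture; dilution to OD 0.005 in 2% galactose minimal medium; compound addition (concentration series); 24hr at 30C, 99% humidity; absorbance read at 600 nm.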
aSyn rescue – rescues yeast growth from alpha-synuclein toxicity. Yeast expressing alpha-synuclein, growth rescue, BacTiter-Glo, 24 h. Potency, µM (series often up to 46.1 µM), for inactives: at the top dose growth rescue (activation), most hits filed as activators. 370,000 tested, 0.14% active; note: % of control where 0% means no effect; nearly all actives have a fitted effect of over 65% in size
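Readout is rescue of growth in alpha-synuclein-expressing yeast, so inhibitors of toxicity appear as activators. Growth after 24 hr at 30 deg C in galactose medium is quantified by luminescence.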
EPAC1 ag – EPAC1 (human) agonism. Potency, µM (series often up to 154 µM), for the others: top-dose activation, most hits filed as activators. EPAC1 agonist qHTS, biochemical assay; response scale: 100% = response to 6.5 mM cAMP. 360,000 tested, 0.073% active. O95398; note: nearly all actives have a fitted effect of over 60% in size
Target sequence (O95398 whole entry, looked up): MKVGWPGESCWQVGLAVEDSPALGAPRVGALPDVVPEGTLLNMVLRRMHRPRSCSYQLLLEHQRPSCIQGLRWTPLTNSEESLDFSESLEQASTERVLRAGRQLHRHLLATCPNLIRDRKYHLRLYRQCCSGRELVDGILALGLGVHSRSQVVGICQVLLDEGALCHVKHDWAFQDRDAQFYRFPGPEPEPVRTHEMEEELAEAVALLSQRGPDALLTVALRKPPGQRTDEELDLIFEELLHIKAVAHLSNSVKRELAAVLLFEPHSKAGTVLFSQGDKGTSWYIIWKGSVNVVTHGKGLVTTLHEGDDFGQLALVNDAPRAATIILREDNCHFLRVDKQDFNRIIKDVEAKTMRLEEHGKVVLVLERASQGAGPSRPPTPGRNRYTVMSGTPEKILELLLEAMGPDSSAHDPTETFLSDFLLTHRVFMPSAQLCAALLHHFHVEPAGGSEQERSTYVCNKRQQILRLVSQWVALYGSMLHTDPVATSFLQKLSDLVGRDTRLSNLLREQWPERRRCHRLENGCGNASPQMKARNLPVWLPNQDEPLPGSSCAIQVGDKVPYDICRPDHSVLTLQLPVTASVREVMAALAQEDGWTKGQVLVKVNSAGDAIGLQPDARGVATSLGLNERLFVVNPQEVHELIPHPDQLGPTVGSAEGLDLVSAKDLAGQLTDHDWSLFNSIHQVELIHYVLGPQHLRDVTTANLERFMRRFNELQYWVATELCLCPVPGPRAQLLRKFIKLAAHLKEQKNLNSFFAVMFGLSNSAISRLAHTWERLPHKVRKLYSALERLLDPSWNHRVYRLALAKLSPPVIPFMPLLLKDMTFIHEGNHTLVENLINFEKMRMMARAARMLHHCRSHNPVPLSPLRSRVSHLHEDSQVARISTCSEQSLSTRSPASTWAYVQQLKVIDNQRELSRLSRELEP
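Compounds were pinned as a concentration titration into mixtures of EPAC1 (100 nM), BODIPY-GDP-loaded Rap1B (250 nM) and GDP (50 uM). After 5 min at room temperature, fluorescence was followed for 30 min; activity was scaled to 6.5 mM cAMP.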
TDP43 rescue – TDP-43 toxicity inhibition in yeast; AID 652104; TDP-43 expressing yeast growth rescue, BacTiter-Glo, 24 h; 410,000 tested, 1.8% active; Potency, µM (top dose mostly 46.1 µM), without a hit: at the top dose growth rescue (activation), hits mostly activators; note: % of control where 0% means no effect; nearly all actives have a fitted effect of over 50% in size
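Readout is BacTiter-Glo luminescence of cell growth, so inhibitors register as activators. TDP-43-expressing yeast at OD600=0.02 in galactose medium, after raffinose pregrowth to mid-log, were incubated with compound for 24 hr at 30 deg C.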
EPAC1 antagonist – EPAC1 (human) antagonism | EPAC1 GEF assay, Rap1b-BODIPY-GDP exchange fluorescence | Potency, µM (highest dose often 115 µM), inactives show at the highest dose activity change, negative = inhibition, most hits filed as inhibitors | 360,000 tested, 0.14% active | AID 720709;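 note: plate controls were vehicle for no effect and positive control for full effect; nearly all actives have a fitted effect of over 50% in size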
EPAC2 agonist – EPAC2 (human) agonism. EPAC2 activation, biochemical qHTS; response scale: 100% = 6.5 mM cAMP response. Potency, µM (titrated, usually from 154 µM), for inactives: top-dose activation, actives largely listed as activators. 360,000 tested, 0.079% active. AID 720711; note: nearly all actives have a fitted effect of over 50% in size
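Compounds were added across a concentration range to EPAC2 (100 nM), RAP1B-BODIPY-GDP (250 nM) and GDP (50 uM). After 5 min at room temperature, fluorescence was recorded at 5-min intervals for 30 min.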
PTHR1 agonist – activates the human parathyroid hormone receptor PTHR1; Q03431; HEK293 GP2 PTHR1 cells, GloSensor cAMP luminescence, 1 h; Potency, µM (top dose mostly 115 µM), without a hit: at the highest dose activation, usual class: activators; 410,000 tested, 0.075% active; AID 743266; note: nearly all actives have a fitted effect of over 55% in size; some results filed as inactive show a strong effect at the top dose; inactives centre near -15; many of its hits are not listed in these tables
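HEK-293-derived GP2 cells expressing PTHR1 and a GloSensor cAMP reporter, 3,000/well, plated overnight, given luciferin plus IBMX (each 0.5 mM as added) for 1 h at 37 °C, then compound for 1 h at 37 °C. Luminescence was read after 15 min at room temperature.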
EPAC2 antag – antagonists of human EPAC2 | 360,000 tested, 0.18% active | EPAC2 GEF exchange of Rap1B-BODIPY-GDP, fluorescence | Q8WZA2 | Potency, µM (top dose mostly 114 µM), without a hit: top-dose activity, negative = inhibition, usual class: inhibitors; note: % is set by controls: 0 for no effect and ±100 for the full control effect; nearly all actives have a fitted effect of over 45% in size; many of its hits are not listed in these tables
An asterisk follows results filed as active; i = inactive; ? = inconclusive; & = joins results of further samples; [ ] = another dose, or the depositor's remark. Calls come from the whole dose curve; as a rule, active = well fitted curve in the direction sought with a large enough effect; inconclusive = small, poorly fitted or top-dose-only effect, or another doubt; inactive = no such curve, though single readings can be large; an effect the other way counts as inactive or inconclusive. Potency is the fitted concentration of half-maximal effect.

SMILES	FUS suppressor	aSyn rescue	EPAC1 ag	TDP43 rescue	EPAC1 antagonist	EPAC2 agonist	PTHR1 agonist	EPAC2 antag
O=C(NCc1ccccc1)C1=C[C@H](c2csc3ccccc23)C[C@H](OCCCCO)O1	28.6%	-4.0%	7.4%	20.5%	-19.1%	13.2%	-24.6%	-11.1%
CCCCOc1ccc(CN=C(N)N)cc1Cl	1.7%	-5.4%	7.7%	3.2%	-3.1%	10.2%	i	0.7%
CC(C)Oc1ccc(-c2cc(=O)[nH]c(=O)[nH]2)cc1	?	-0.1%	14.0%	-19.3%	0.9%	14.5%	i	-2.0%
Cc1cc2c(cc1S(=O)(=O)CCC(=O)N1CC(C)CC(C)C1)OCC(=O)N2 (configuration not stated)	-6.5%	0.5%	-7.2%	18.8%	15.3%	12.5%	-30.1%	-1.6%
c1ccc(Sc2ncnc3ccccc23)cc1	1.5%	8.9%	4.0%	12.6µM*	11.5%	2.3%	-43.2%[inhibitor]	-10.1%
O=C(CSc1cccs1)Nc1ccc(Cl)cc1	-13.9%	0.0%	0.3%	14.1%	-4.9%	10.6%	i	0.1%
CCC(=O)c1ccc(OCC(=O)NNC(=O)c2cc(C)oc2C)cc1	13.6%	1.0%	-8.3%	-32.8%	-1.3%	-5.7%	-1.1%	19.2%
N#Cc1cccc(C(=O)N(CCc2ccccc2)Cc2cccs2)c1	25.6%	13.5%	1.9%	?	-8.0%	16.7%	-15.8%	-14.8%
CC1Cn2c(nc3sc4c(c3c2=O)CC(C)(C)OC4)N1CCO (configuration not stated)	-33.4%	3.2%	14.4%	7.6%	0.4%	12.2%	i	-0.3%
COc1ccc(CNC(=O)CCNC(=O)c2ccc(C(C)(C)C)cc2)cc1OC	25.7%	-4.8%	2.7%	5.7%	-6.3%	-13.0%	-7.4%	0.4%
COc1ccc(CC(=O)N/N=C(\C)c2cccs2)cc1	17.1%	-3.1%	0.9%	2.2%	-7.9%	10.6%	i	0.9%
C[C@@H]1CC2=C(C(=O)OC(C)(C)O2)[C@H](c2ccc(F)cc2)O1	-20.9%	-7.4%	1.3%	-11.0%	-11.0%	-4.6%	-10.8%	1.2%

An excerpt from above in order of their number in EPAC1 antagonist, smallest number first:
SMILES | EPAC1 antagonist
C[C@@H]1CC2=C(C(=O)OC(C)(C)O2)[C@H](c2ccc(F)cc2)O1 | -11.0%
COc1ccc(CC(=O)N/N=C(\C)c2cccs2)cc1 | -7.9%
COc1ccc(CNC(=O)CCNC(=O)c2ccc(C(C)(C)C)cc2)cc1OC | -6.3%
CCCCOc1ccc(CN=C(N)N)cc1Cl | -3.1%

Some of the entries above, reformatted.
Results follow in this order: FUS suppressor	aSyn rescue	EPAC1 ag	TDP43 rescue	EPAC1 antagonist	EPAC2 agonist	PTHR1 agonist	EPAC2 antag
COc1ccc(CNC(=O)CCNC(=O)c2ccc(C(C)(C)C)cc2)cc1OC
    25.7%	-4.8%	2.7%	5.7%	-6.3%	-13.0%	-7.4%	0.4%
COc1ccc(CC(=O)N/N=C(\C)c2cccs2)cc1
    17.1%	-3.1%	0.9%	2.2%	-7.9%	10.6%	i	0.9%

Next entries:
SMILES	FUS suppressor	aSyn rescue	EPAC1 ag	TDP43 rescue	EPAC1 antagonist	EPAC2 agonist	PTHR1 agonist	EPAC2 antag
COc1ccc(O)c(C(c2c(C)[nH][nH]c2=O)c2c(C)[nH][nH]c2=O)c1	5.5%	1.3%	5.5%	-5.2%	?	15.8%	-19.9%	2.4%
CC(C)NC(=O)c1ccccc1NC(=O)CCc1ccccc1	2.1%	-11.0%	1.9%	8.4%	0.8%	6.8%	-7.8%[57.5 µM]	4.2%
O=C1CN(C(=O)CN2C(=O)NC3(CCCCC3)C2=O)c2ccccc2N1	24.7%	-0.5%	-5.2%	-11.6%	2.4%	-2.0%	-24.1%	1.3%
CC(C)(C)OC(=O)C[C@@H]1C/C=C\C[C@@H](CC(=O)N[C@H](CO)Cc2ccccc2)C(=O)N2CCC[C@@H]2COC1=O	7.9%	?	-15.7%	17.6%	-3.4%	7.0%	i	0.7%
CN(N)c1nc2ccccc2nc1C(F)(F)F	-28.4%	-1.4%	-1.7%	5.1%	?	5.6%	i	-0.3%
CN(C(=O)COc1ccc(Cl)cc1Cl)C1(C)CCS(=O)(=O)C1 (configuration not stated)	4.1%	-1.4%	5.9%	17.5%	12.2%	1.1%	-13.9%	3.6%
O=C(CSc1ncn[nH]1)N1N=C(c2ccc(Cl)cc2)CC1c1ccco1 (configuration not stated)	2.0%	0.1%	-2.9%	5.8%	0.5%	9.3%	-18.3%	-5.7%
CN1CCCCc2c1[nH]c1ccccc1c2=O	2.3%	4.5%	-3.8%	18.4%	-11.6%	8.8%	i	10.1%
CCCCn1nc(C(=O)NCC2COc3ccccc3O2)c2ccccc2c1=O (configuration not stated)	?	4.7%	0.5%	?	-3.5%	7.2%	-5.0%	-15.8%
CC1CCCCC1NS(=O)(=O)c1ccc(S(=O)(=O)N2CCN(CCC#N)CC2)cc1 (configuration not stated)	2.8%	-8.0%	-12.8%	-0.2%	?	-1.9%	-58.6%	-3.4%
CCCCN(CC)CCCNC(=O)c1cn(CC)c2ccc(S(=O)(=O)N3CCc4ccccc4C3)cc2c1=O	?	-1.0%	3.1%	-19.0%&-9.1%	23.0%	5.5%	i	-6.6%
OC(COCc1ccc(Cl)cc1)CN1CCN(c2ccccn2)CC1 (configuration not stated)	7.2%	-4.0%	-9.2%	-21.5%	0.6%	2.2%	-9.9%	11.3%
CCC(Oc1ccccc1F)C(=O)NCCCn1ccnc1 (configuration not stated)	0.3%	-2.0%	8.4%	-10.9%	11.9%	12.6%	i	-1.0%
COc1ccc2[nH]c(=O)c(CN(C(=O)c3cccnc3)c3cccc(C)c3)cc2c1	5.6%	0.0%	-7.3%	23.6%	-3.4%	-5.6%	-13.4%	-7.2%
COc1ccc(-c2ccc(SCC(=O)NC3CCCCC3)nn2)cc1	4.6%	-1.0%	-8.4%	-1.2%	-39.4%	5.3%	i	-4.6%
CC1=CN2C(=NC(=O)CC2(C)C(=O)N(CC(=O)NC2CCCC2)c2cc(C)cc(C)c2)C=C1 (configuration not stated)	-28.9%	2.9%	-6.1%	21.6%	4.6%	3.3%	i	-8.7%
CN1CCN(c2ncc3c(n2)CC(c2ccccc2F)CC3=O)CC1 (configuration not stated)	11.8%	-1.9%	-5.1%	4.4%	3.5%	7.6%	i	0.4%
O=C(Cn1cc2c(n1)CCCC2)NCCCN1CCN(C2CCCCC2)CC1	-15.2%	0.1%	0.4%	-7.5%	?	7.7%	-15.3%	-10.7%
CC12CCC(C(=O)N(CCCCN3CCN(c4ccccn4)CC3)C1=O)C2(C)C (configuration not stated)	-21.3%	-3.2%	1.9%	14.5%	0.4%	5.8%	-11.3%	18.1%
Cc1ccc(CS(=O)(=O)CCC(=O)N2CCOCC2)cc1	-8.9%	-8.4%	5.6%	-10.9%	9.8%	7.8%	i	-0.6%
COc1ccc(NC(=O)Cc2nnc(SCC(=O)c3ccccc3)n2C)cc1	11.9%	7.2%	3.5%	9.6%	4.8%	7.0%	i	-9.2%
CCOC(=O)c1ccc(NC(=O)CNC(=O)C2CCCCC2)cc1	-0.7%	-3.4%	3.2%	-8.0%	-1.5%	5.0%	i	-0.4%
CN(Cc1cccs1)C(=O)Cc1c[nH]c2ccccc12	18.4%	5.0%	3.3%	-21.6%	3.3%	-2.9%	-6.1%	8.8%
Oc1ccccc1-c1nc(/C=C/c2ccccc2)nn1-c1ccccc1	-7.8%&-13.5%	-5.1%	24.6%	0.0%&24.2%	3.6%	6.3%	i	0.6%
Cc1cc(NC(=O)CCC(=O)N(Cc2cccs2)C(C(=O)NC2CCCC2)c2cccnc2)no1 (configuration not stated)	39.6%	-2.3%	4.3%	5.7%	-5.0%	6.3%	4.0%	-6.6%
C#CCN(C[C@@H]1[C@@H](OC(=O)NCCCCCC)[C@@H](OC(=O)NCCCCCC)Cn2c(=O)n(CCCCCC)c(=O)n21)S(=O)(=O)c1ccc(C)cc1	4.6%	-2.1%	-5.1%	16.3%	16.5%	-2.9%	-16.9%	3.7%
O=C(O)CCCCC1CCSS1 (configuration not stated)	-32.1%	-1.7%	-2.4%	?	-7.9%	4.6%	2.6%	12.1%
COc1nccc(NCc2ccccc2)c1C#N	-4.5%	-5.4%	-1.1%	17.1%	6.9%	14.6%	i	10.8%
Cc1cc([N+](=O)[O-])nn1CC(=O)N(C)Cc1ccccc1	5.7%	4.0%	2.6%	0.5%	-3.9%	0.0%	-14.3%	-2.3%
COc1ccc(N2C(=NC(=O)C3CCCO3)SC3CS(=O)(=O)CC32)cc1 (configuration not stated)	-21.0%	6.2%	-2.7%	8.4%	-2.9%	-2.5%	i	6.3%
O=C1/C(=C\c2ccccn2)SC(=S)N1Nc1ncc(C(F)(F)F)cc1Cl	23.0%	10.6%	0.0%	-22.9%	-10.9%	-1.5%	i	-23.2%
CCOc1ccc(-n2c(C)c(C(C)=O)c3cc(OC(C)=O)ccc32)cc1	-3.2%	1.4%	19.0%	14.0%	0.7%	21.0%	-18.1%	-23.4%
COc1ccccc1OCCSc1ncnc2nc[nH]c12	22.6%	-0.3%	2.9%	2.9%	4.9%	-8.7%	i	-0.7%
CC(C)[C@@H]1Cc2[nH][nH]c(=O)c2[C@H](CCc2ccccc2)O1	20.5%	-8.6%	-17.7%	17.2%	-18.4%	-0.3%	-21.0%	-5.3%
Cc1ccc(S(=O)(=O)N(C)c2ccc(C(=O)Nc3ccccn3)cc2)cc1	16.1%	8.4%	11.5%	-0.5%	4.0%	3.3%	-1.3%	-5.9%
CC(=O)c1ccc(OC(=O)/C=C/c2ccccc2)cc1	-1.1%	3.5%	3.0%	17.8%	5.6%	-2.6%	i	6.9%
COc1ccccc1NS(=O)(=O)c1ccc(O)c(C(N)=O)c1	-12.0%	5.9%	5.7%	20.3%	-3.6%	-2.7%	i	-2.2%
COc1ccc(NC(=O)c2cc(OC)c(OC)c(OC)c2Br)cc1OC	5.4%	0.2%	4.3%	-10.5%	3.5%	-1.9%	i	0.2%

This is a subset (hit frequency here may not be typical).
